TRb-SRC2 inh = inhibitors of human thyroid hormone receptor beta-SRC2 interaction; 280,000 compounds, 0.065% hits; P10828; TRbeta-SRC2 peptide binding, fluorescence polarization; receptor liganded with 1 µM T3; Potency, µM (series often up to 106 µM), for inactives: at the highest dose activity change, negative = inhibition, usual class: inhibitors; AID 1469;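 note: plate controls were bound peptide for no effect and peptide without receptor for full effect; nearly all actives have a fitted effect of over 50% in size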
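Fluorescence polarization of 20 nM Texas Red SRC2 peptide with 0.6 uM human TRb ligand-binding domain, in Tris buffer with 1uM T3 and 5% DMSO. Incubated 5 hr ambient; normalized to unbound and bound controls.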
RECQ1 helicase = inhibitors of human RECQ1 DNA helicase. P46063. RECQ1 DNA unwinding, red fluorescence kinetic read. Potency, µM (top dose mostly 57.3 µM), without a hit: top-dose activity, negative = inhibition, most hits filed as inhibitors. 240,000 compounds, 0.54% hits. AID 2549;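 note: plate controls were vehicle for no effect and no enzyme for full effect; nearly all actives have a fitted effect of over 30% in size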
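50 nM RECQ1T1 preincubated 15 min with compound in Tris pH 8.0 buffer with MgCl2, DTT, Tween-20 and 2.5 ug/ml poly(dI-dC); started with 200 nM TAMRA/BHQ-2 forked duplex and 2 mM ATP. Unwinding read as fluorescence (525/598 nm), two reads 2 h apart.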
SMN2 splice up = increases expression of the SMN2 splice variant. HEK293 SMN2-luciferase splicing reporter, luminescence, 30-36 h. Potency, µM (series often up to 46.1 µM), for inactives: top-dose activity change, positive = activation, actives largely listed as activators. 210,000 compounds, 2.8% hits. AID 1458; note: % of control where 0% means no effect; nearly all actives have a fitted effect of over 55% in size
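HEK293 cells carry an SMN2 […]–luciferase reporter in which exon 7 inclusion puts luciferase in frame. Cells were plated 10-12 h before compound addition, then incubated 30-36 h at 37C. ONE-Glo luminescence was read; sodium butyrate at 4.5 mM final served as control.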
GoLoco inh red = inhibitors of human Gai1-RGS12 GoLoco interaction (red fluorophore); P63096; Gai1:RGS12 GoLoco peptide FP, rhodamine, 10 min; Potency, µM (top dose mostly 61.6 µM), for inactives: at the highest dose activity, negative = inhibition, hits mostly inhibitors; 230,000 compounds, 0.44% hits; AID 880; active = well fitted inhibition curve with a large enough effect, not every such curve was filed as active; inactive = no such curve, though single readings can be large or run the other way; note: % is set by controls: 0 for no effect and ±100 for the full control effect; nearly all actives have a fitted effect of over 30% in size; many of its hits are not listed in these tables
Target sequence (P63096 whole entry, looked up): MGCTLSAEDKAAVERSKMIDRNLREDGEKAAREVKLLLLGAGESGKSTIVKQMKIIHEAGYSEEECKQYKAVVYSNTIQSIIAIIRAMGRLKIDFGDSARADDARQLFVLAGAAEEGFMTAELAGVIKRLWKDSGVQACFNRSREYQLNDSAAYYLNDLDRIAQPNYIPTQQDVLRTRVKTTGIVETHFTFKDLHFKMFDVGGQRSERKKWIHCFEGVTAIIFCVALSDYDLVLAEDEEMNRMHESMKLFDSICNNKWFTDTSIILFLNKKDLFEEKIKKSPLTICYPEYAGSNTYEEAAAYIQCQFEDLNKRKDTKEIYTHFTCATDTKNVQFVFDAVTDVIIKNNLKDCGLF
LMNA splice mod = LMNA splicing modulation; HeLa LMNA splicing GFP/RFP minigene ratio, 48 h; 200,000 compounds, 0.01% hits; Potency, µM (series often up to 46.1 µM), inactives show at the highest dose ratio change, negative = inhibition, hits mostly inhibitors; AID 1487; active = well fitted inhibition curve with a large enough effect in the signal ratio, with a control signal flat, not every such curve was filed as active; inconclusive = small, poorly fitted or top-dose-only effect, or effect the other way, or a change in a side signal; the % refers to the signal ratio; note: % is set by controls: 0 for no effect and ±100 for the full control effect
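Read-out is the ratio of GFP to DsRed2 object intensity, acquired by 488 nm laser-scanning cytometry on HeLa lamin A-EGFP minigene reporter cells. Compound incubation 48 hrs at 37 °C in Opti-MEM with 2% FBS; DMSO 0.5% final.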
ALDH1A1 block = inhibitors of human aldehyde dehydrogenase 1A1; 220,000 compounds, 7.3% hits; Potency, µM (titrated, usually from 75.3 µM), without a hit: top-dose activity, negative = inhibition, most hits filed as inhibitors; Purified ALDH1A1, NADH fluorescence, propionaldehyde substrate; AID 1030; active = well fitted inhibition curve with a large enough effect, not every such curve was filed as active; inconclusive = small, poorly fitted or top-dose-only effect, or another doubt; inactive = no such curve, though single readings can be large or run the other way;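 note: plate controls were no enzyme wells and a reference inhibitor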
Target sequence (P00352 whole entry, looked up): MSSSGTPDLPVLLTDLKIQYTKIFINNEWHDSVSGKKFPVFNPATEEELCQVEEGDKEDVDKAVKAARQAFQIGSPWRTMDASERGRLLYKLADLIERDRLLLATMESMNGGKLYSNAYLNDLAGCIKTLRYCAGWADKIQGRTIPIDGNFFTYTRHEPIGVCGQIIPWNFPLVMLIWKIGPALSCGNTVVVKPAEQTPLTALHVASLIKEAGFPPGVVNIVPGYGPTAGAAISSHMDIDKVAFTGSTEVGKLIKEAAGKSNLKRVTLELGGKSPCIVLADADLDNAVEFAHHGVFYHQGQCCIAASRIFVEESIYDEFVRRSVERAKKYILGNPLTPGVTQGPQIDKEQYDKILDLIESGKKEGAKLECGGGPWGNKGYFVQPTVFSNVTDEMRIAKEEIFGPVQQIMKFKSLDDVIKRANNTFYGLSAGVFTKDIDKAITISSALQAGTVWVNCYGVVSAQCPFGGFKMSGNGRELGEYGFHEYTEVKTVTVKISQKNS
JMJD2E inh = JMJD2E (human) inhibition | B2RXH2 | JMJD2E catalytic domain, FDH-coupled NADH fluorescence (FDH is formaldehyde dehydrogenase) | Potency, µM (titrated, usually from 57.1 µM), inactives show at the top dose activity change, negative = inhibition, most hits filed as inhibitors | 230,000 compounds, 1.6% hits | AID 2147; active = well fitted inhibition curve with a large enough effect, not every such curve was filed as active; inconclusive = small, poorly fitted or top-dose-only effect, or another doubt; inactive = no such curve, though single readings can be large or run the other way;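 note: 0% = wells with enzyme and -100% = buffer wells without enzyme; nearly all actives have a fitted effect of over 50% in size; many of its hits are not listed in these tables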
TR SRC2 fluor cs = Texas Red fluorescence interference in TRb-SRC2 counter-screen; 280,000 compounds, 0.29% hits; AID 1479; Potency, µM (top dose mostly 106 µM), for inactives: top-dose fluorescence change, negative = quenching; TRb/SRC2 Texas Red total fluorescence interference; active = well fitted curve in either direction with a large enough effect; inconclusive = small, poorly fitted or top-dose-only effect; note: % is set by controls: 0 for no effect and ±100 for the full control effect
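Human TRb ligand-binding domain at 0.6 uM with 20 nM Texas Red SRC2 peptide in Tris buffer containing 1 uM T3 and 5% DMSO, incubated with compound 5 h at ambient temperature. Total fluorescence (555/632 nm) calculated as parallel + 2 × perpendicular.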
* hit, by the source's call; i = inactive; u = inconclusive; x = not tested or not shown; [ ] = remark or other dose. Unless noted, calls come from the whole dose curve; as a rule, active = well fitted curve in the direction sought with a large enough effect; inconclusive = small, poorly fitted or top-dose-only effect, or another doubt; inactive = no such curve, though single readings can be large; an effect the other way counts as inactive or inconclusive. Potency is the fitted concentration of half-maximal effect. A portion of the library. The share of hits here may be higher or lower than overall.

SMILES	TRb-SRC2 inh	RECQ1 helicase	SMN2 splice up	GoLoco inh red	LMNA splice mod	ALDH1A1 block	JMJD2E inh	TR SRC2 fluor cs
Cc1cccc(-n2ccnc2SCC(=O)O)c1C	-2%	1%	-2%	-4%	2%[46 µM]	-3%	6%	-1%
CC(C)c1ccc(S(=O)(=O)N2CCN(CCC(=O)Nc3ccc(N(C)C)cc3)CC2)cc1	4%	-9%	-39%[inhibitor]	-21%	-6%	u	5%	-2%
CCOc1cc(C2C(C#N)=C(N)Oc3n[nH]c(-c4ccncc4)c32)cc([N+](=O)[O-])c1O (stereo not drawn)	-13%	-10%	-11%	4%	7%[9.22 µM]	u	-14%	-5%
CN(C)CCN1C(=O)C(O)=C(C(=O)c2cc3ccccc3o2)C1c1cccc(Br)c1 (stereo not drawn)	-8%	-1%	4%	5%	-3%	-1%	-5%	-4%
CC[C@@H](C)[C@H](NC(=O)OC(C)(C)C)c1nnc(S(=O)(=O)Cc2cc(C)ccc2C)o1	0%	-1%	x	x	u	4%	-4%	0%
CCCNC(=O)c1ccc(SC)cc1OC	-2%	7%	-8%	-21%	-4%	u	4%	-3%
COc1ccc[nH]c1=O	7%	-1%	-12%	3%	-7%	2%	-3%	-1%
Cc1ccccc1-c1ccc2ncnc(NC3CC3)c2c1	x	-4%	x	4%	u	-11%	x	x
O=C(CCS(=O)(=O)c1ccccc1)Nc1nc2cc3c(cc2s1)OCO3	-3%	-2%	x	49%[activator]	x	x	-6%	-1%
C=CCN(c1ccccc1OC)S(=O)(=O)c1cccc(C(=O)OCC(=O)c2c[nH]c3ccccc23)c1	7%	-6%	-14%	0%	u	8%	1%	-1%
O=C(O)CCCCn1c(SCc2ccccc2Cl)nc2ccsc2c1=O	2%	-9%	-4%	9%	u	-3%	-21%	-3%
Cc1ccc(NCc2nnc(SCC(=O)c3ccc4c(c3)OCCO4)o2)c(C)c1	-3%	u	6%	-1%	-13%	0%	1%	-1%
COC(=O)C(C)(N)Cc1ccc(O)cc1 (stereo not drawn)	4%	0%	-6%	3%	-19%	u	u	-1%
CCOC(=O)c1[nH]nc(-c2cc(CC)c(O)cc2O)c1-c1cscn1	8%	-8%	-68%[inhibitor]	11%	u	8.9µM*	2%	0%
Fc1ccc(NC(=S)NCc2cccs2)cc1	4%[53 µM]	-4%	u	2%	u	-9%	-1%	-1%[53 µM]
COc1ccc(OCCNC(=O)Nc2cc(F)c(F)cc2Cl)cc1	-3%	-2%	2%	5%	u	11%	3%	-4%
COc1ccc2[nH]c(=O)c(-c3nnn(-c4ccccc4)n3)cc2c1	3%	-3%	x	5%	x	u	u	0%
Cc1nn(C)c(C(=O)Sc2ccccc2)c1[N+](=O)[O-]	1%	-3%	x	-2%	x	x	-1%	-4%
COc1cc(NC(=O)CN2CCN(c3ccccc3O)CC2)c(C)cc1[N+](=O)[O-]	2%[53 µM]	6%	u	-15%	-26%	u	2%	-2%[53 µM]
O=C(Nc1ccc(S(=O)(=O)N2CCCC2)cc1)C1CC(=O)N(c2ccccc2)C1 (stereo not drawn)	-4%	-9%	-4%	8%	x	-11%	-7%	-1%
Cc1c(/C=N/NC(=O)c2sc3ccccc3c2Cl)cnn1C	-4%	-4%	4%	10%	4%	20µM*	-5%	-4%
CCOC(=O)CC1C(C(=O)OCC)ON2OC(C(=O)OC)C(C(=O)OCC)C12 (stereo not drawn)	-5%	i	3%	4%	9%	1%	-2%	-2%
COC(=O)[C@H](Cc1ccccc1)NC(=O)N(C)Cc1ccccc1	-6%	-4%	x	4%	x	x	0%	-2%
O=C(c1ccc(Br)cc1)N1CCCC1	-20%	-1%	1%	8%	4%	-7%	5%	0%
CCOC(=O)C(Cc1c[nH]c2ccccc12)NC(=O)CNC(C)=O (stereo not drawn)	-3%	i	-6%	4%	-5%	12%	4%	1%
Later entries
SMILES	TRb-SRC2 inh	RECQ1 helicase	SMN2 splice up	GoLoco inh red	LMNA splice mod	ALDH1A1 block	JMJD2E inh	TR SRC2 fluor cs
COC(=O)CC(NC(=O)c1ccc(C)cc1)c1ccc2c(c1)OCO2 (stereo not drawn)	-5%	i	-24%	-6%	-3%	-2%	-6%	-4%
NNc1nc2c(Cl)cccc2s1	-1%[53 µM]	-30%	12%	17%	u	u	-20%	-4%[53 µM]
O=c1[nH]c2ccccc2n1CCCSCCCn1c(=O)[nH]c2ccccc21	-1%	2%	-60%[inhibitor]	13%	u	u	10%	-2%
C(=N\Nc1nc(N2CCOCC2)nc(N2CCOCC2)n1)/c1cccnc1	-1%	-13%	-2%	6%	6%	4%	-5%	0%
CCc1ccc(C2CC(c3ccccc3)Nc3nc(N)nn32)cc1 (stereo not drawn)	1%	i	x	-5%	x	u	-1%	4%
CN1CCN(/N=C/c2nc(-c3ccccc3)n3ccccc23)CC1	2%	i	5%	-7%	0%	u	6%	2%
Nc1ncnc2nc(N3CCN(C(=O)c4ccccc4)CC3)[nH]c12	-4%	i	-4%	-4%	1%	u	4%	1%
COc1ccc(/C=C(\C#N)C(=O)C(C)(C)n2cncn2)cc1	-13%	17%	-25%	31%[activator]	x	-2%	3%	-3%
CCCCNC(=O)c1cc2cc(CC)ccc2[nH]1	-6%	-5%	x	-1%	x	x	u	-2%
COCc1cc(C)nc2sc(C(=O)OC)c(N)c12	2%	-3%	5%	-1%	-15%	-9%	-9%	-1%
CCOC(=O)N1C(=O)c2cc(OC)ccc2S1(=O)=O	-26%[53 µM]	-6%	-11%	-15%	3%[0.0737 µM]	-11%	-4%	-2%[53 µM]
O=C(C1CCCN(S(=O)(=O)c2cccc3nsnc23)C1)N1CCN(c2ccccn2)CC1 (stereo not drawn)	-1%	-14%	-59%[inhibitor]	-4%	-19%	4%	5%	0%
C=CCN1C(=O)C2(NC(=O)c3ccccc3N2)c2ccccc21 (stereo not drawn)	-2%	i	x	15%	8%[46 µM]	u	u	-6%
Cn1cc([C@@H]2C[C@H]3CN(C4CCCC4)C(=O)[C@]34CCCN24)c(-c2ccccc2)n1	1%	-5%	x	5%	x	-6%	10%	-7%
CCCC/C=C/C(NC(=O)C(C)(C)C)c1ccccc1 (stereo not drawn)	3%	-10%	-3%	4%	x	4%	3%	3%
COc1cccc2c(=O)n(CC(=O)N3CCC(C)CC3)ccc12	-4%	i	11%	14%	-13%	u	u	-1%
COc1ccc(C(=O)CSc2nnc(-c3cc(C)on3)o2)cc1	0%	-1%	-9%	37%[activator]	-2%	u	6%	-13%
O=C(Cn1[nH]c(=O)c2ccccc2c1=O)NNC(=O)c1ccccc1	-3%	i	0%	5%	6%[46 µM]	7%	-5%	-1%
COCCn1nnnc1C1(N(Cc2cc3cc(C)ccc3[nH]c2=O)CC2CCCO2)CCN(C)CC1 (stereo not drawn)	-4%	13%	-5%	-5%	0%	u	u	-2%
Cc1nc2nc(C)c(CCC(=O)NC3CCCCC3)c(C)n2n1	-5%	-4%	5%	10%	5%[46 µM]	9%	2%	-2%
Cc1cc(C)n(CCO)c(=O)n1	-5%	6%	14%	-1%	0%	9%	-3%	6%
CCc1nc(N)nc(N)c1-c1ccc(Cl)cc1	3%	-4%	-50%[inhibitor]	-12%	u	-5%	-19%	-1%
Cc1cc(F)ccc1S(=O)(=O)Nc1ccccc1C(=O)Nc1ccccc1N1CCOCC1	0%	-15%	-17%	-5%	12%[0.0737 µM]	-6%	u	-1%
CC(=O)c1ccc(NC(=O)Nc2sc(NS(=O)(=O)c3ccccc3)nc2C)cc1	-7%	-5%	x	9%	-7%[46 µM]	u	-28%	-5%
COc1ccc(-c2nnc(SC(C)C(=O)Nc3nccs3)n2-c2ccccc2)cc1OC (stereo not drawn)	-3%	-13%	u	1%	-13%	2%	8%	1%
The results go on:
SMILES	TRb-SRC2 inh	RECQ1 helicase	SMN2 splice up	GoLoco inh red	LMNA splice mod	ALDH1A1 block	JMJD2E inh	TR SRC2 fluor cs
Cc1cc([N+](=O)[O-])nn1CC(=O)NCCc1c[nH]c2ccccc12	7%	i	2%	6%	x	15%	3%	0%
CSc1ccccc1NC(=O)Nc1ccccc1	5%	-8%	11%	-1%	-1%	-5%	0%	-3%
Cc1ccc(NC(=O)CNc2ccc(Cl)c(Cl)c2)cc1S(=O)(=O)N(C)C	7%[53 µM]	-9%	-87%[inhibitor]	-1%	u	u	7%	-2%[53 µM]
COc1cccc(N=CC2=C(O)CC(C)(C)CC2=O)c1	-1%	-6%	-26%	6%	11%	8.9µM*	-3%	0%
CCn1c(NC(=O)c2ccc(F)cc2)c2ccccc2nc1=O	-4%	-5%	-1%	-2%	u	0%	-9%	-1%
Cc1[nH]nc(SCC(=O)N(C)c2ccccc2)c1[N+](=O)[O-]	-1%	-15%	-14%	2%	-3%[46 µM]	u	0%	-10%
O=C(COc1ccc(C(=O)c2ccccc2)cc1)NC1CCCCC1	7%	i	-59%[inhibitor]	14%	u	u	0%	-3%
COc1cccc(C2NC(=S)NC(C)=C2C(=O)c2ccccc2)c1OC (stereo not drawn)	-7%	11%	-32%[inhibitor]	81%[activator]	x	-8%	12%	-2%
COc1cccc(NC(=O)C(C)Oc2ccccc2)c1 (stereo not drawn)	-5%	-6%	-3%	11%	8%	2%	-2%	1%
O=c1cc(N2CCCCCC2)[nH]c(=O)n1-c1ccccc1Cl	3%	-6%	-8%	-1%	0%[9.22 µM]	-4%	2%	1%
COc1ccc(C(=O)NCCn2cc(SCC(N)=O)c3ccccc32)cc1	0%	-2%	x	-3%	x	x	3%	0%
Cc1c(C(=O)N(C)Cc2ccccc2)oc2ccc(S(=O)(=O)N3CCCC3)cc12	-8%	-6%	-28%	5%	u	22µM*	-5%	-1%
NNC(=O)c1cc(-c2ccc(N)cc2)nc2ccc(Br)cc12	6%	i	x	-6%	x	u	1%	-8%
COC(=O)c1nn(-c2ccccc2)c(-c2ccccc2)c1C(=O)c1ccccc1	-2%	-2%	-9%	2%	5%	u	-5%	0%
OCc1cn(-c2ccccc2)nc1-c1cc2ccccc2o1	-3%	i	7.9µM*	-1%	x	u	-6%	1%
O=C(COC(=O)Cc1cccs1)Nc1ccccc1Cl	12%	-10%	3%	6%	-1%[46 µM]	3%	-11%	-1%
Cc1cc[n+](-c2[nH]c(=O)sc2/C=N/N=C(\[O-])c2ccccc2)cc1	6%	-3%	x	12%	x	13µM*	u	-11%

Compound activity (PubChem)
